mHtt clearance – mutant huntingtin protein clearance; HeLa Exon1htt(103Q)mCFP, aggregate imaging; zero = plate's median compound well; inhibition, % at 1.5 µM; hit rate 0.42% among 47,000; AID 853;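 active = inhibition of aggregate fluorescence above about 70%, also judged a hit by eye on the cell image, limit read from the data, passing the limit was not always enough; inconclusive = no rule stated for this call; inactive = not judged a hit on image review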;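 note: cells exposed to compound for three days before fixation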
mHtt clearance grain fraction – also measured in mHtt clearance; calls as there; fraction fluorescence in grains; measured here: aggregate grain fluorescence fraction; hits give low values;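 scaled fraction of total cell fluorescence in grains with unit not stated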
An asterisk follows results filed as active; i = inactive; ? = inconclusive; nt = no result given. A portion of the library. The share of hits here may be higher or lower than overall.

mol,mHtt clearance,mHtt clearance grain fraction
C=CCn1c(SCC(=O)N2CC(=O)Nc3ccccc32)nc2scc(-c3cccs3)c2c1=O,-6,39
COC(=O)CSc1cc(C)nc(NC(C)=O)n1,-87,36
O=C(CS(=O)(=O)c1c[nH]c2ccccc12)N1CCCc2ccccc21,-64,67
Cc1cccc(-c2nc(C#N)c(NC3CCCCC3)o2)c1,-8,41
Cc1ccc(C)c(OCCCCn2ccnc2)c1,5,20
COc1ccc(C)cc1-n1nnnc1SCc1csc(C)n1,-25,46
O=C1CC(c2ccc(F)cc2)C2=C(CCCC2=O)N1 (stereo not given),-59,49
NC(=O)C(F)(F)C12OC3C4C5CC(C6C5C3C61)C42 (stereo not given),5,38
CSc1ccccc1NC(=O)Cn1c(-c2cscn2)nc2ccccc21,-17,24
CCCOc1ccc(NC(=O)c2c(-c3ccccc3)noc2C)cc1,58,19
COc1ccc(C2C(C#N)=C(N)Oc3n[nH]c(C)c32)cc1Cn1nnc2ccccc21 (stereo not given),-57,32
Cc1ccc(-c2cc(-c3ccc(F)cc3)nc(N)c2C#N)o1,-4,36
Cc1ccccc1Cc1c(C)nc2nc(SCC(=O)NCc3ccco3)nn2c1C,13,32
COc1ccc(CN=CC2=C(O)CNC2=O)cc1OC,-37,58
CC1=C(C(=O)OC(C)C)C(c2ccc(F)cc2)NC(=O)N1 (stereo not given),-16,23
C=CCOC(=O)C1=C(C)OC(N)=C(C#N)C1c1ccoc1 (stereo not given),17,37
CCOc1ccc(OCC)c(-c2c(=O)n(OCc3ccc(C(C)(C)C)cc3)c3ccccc3[n+]2[O-])c1,-8,33
c1ccc(OCCCc2nc(-c3ccccn3)no2)cc1,2,17
CCC1(C)Cc2c(C#N)c(N)n(-c3ccccc3)c(=O)c2CO1 (stereo not given),22,34
CCN(CC)CCn1c(=N)n(CCO)c2ccccc21,-21,23

Exported with values under each structure: part of the list above
Each structure is followed by: mHtt clearance	mHtt clearance grain fraction
- c1ccc(OCCCc2nc(-c3ccccn3)no2)cc1
  2	17
- CCC1(C)Cc2c(C#N)c(N)n(-c3ccccc3)c(=O)c2CO1 (stereo not given)
  22	34
- CCN(CC)CCn1c(=N)n(CCO)c2ccccc21
  -21	23

The listing picks up, repeating the 4 entries before the break.
mol,mHtt clearance,mHtt clearance grain fraction
CCOc1ccc(OCC)c(-c2c(=O)n(OCc3ccc(C(C)(C)C)cc3)c3ccccc3[n+]2[O-])c1,-8,33
c1ccc(OCCCc2nc(-c3ccccn3)no2)cc1,2,17
CCC1(C)Cc2c(C#N)c(N)n(-c3ccccc3)c(=O)c2CO1 (stereo not given),22,34
CCN(CC)CCn1c(=N)n(CCO)c2ccccc21,-21,23
Cc1nc(CC(=O)Nc2nc(-c3ccccc3)cs2)cs1,1,30
C=CCSc1nc2sc(-c3ccccc3)cc2c(=O)n1N,30,23
CCCSc1nnc2[nH]c(=O)cc(N)n12,6,16
CCOc1cc(/C=C2/NC(=O)N(Cc3ccccc3F)C2=O)ccc1O,42,11
Cc1ccc(N/C=C/C(=O)c2ccc(C)cc2)cc1,-18,24
CS(=O)(=O)N(CC(=O)Nc1c(F)cccc1F)c1cccc([N+](=O)[O-])c1,14,26
C/C(=C\C(=O)c1ccc(C)o1)Nc1ccc2c(c1)OCO2,-44,29
CCOc1ccc(N2C(=O)c3cccnc3C2Nc2ccc(OC)cc2)cc1 (stereo not given),13,35
O=C(NCC1CCCO1)c1ccccn1 (stereo not given),2,19
CC1Cc2nc(SCC(=O)Nc3nccs3)n(Cc3ccccc3)c(=O)c2S1 (stereo not given),-49,48
O=C(O)c1ccc(NC(=O)c2cccs2)cc1,11,17
Cc1sc(NC(=O)C2CCCCC2C(=O)O)c(C(N)=O)c1C (stereo not given),8,28
Cc1ccc(NC(=O)c2ccco2)c(NC(=O)Cc2cccs2)c1,5,15
CCOCCCn1c(=NC(C)=O)c(C(=O)OCC)cc2c(=O)n3ccccc3nc21,20,17
Cc1cc(C)n2nc(SCC(=O)NCc3ccco3)nc2n1,-58,29
CCCN1C2CCCC1CC(NC(=O)c1ccccc1)C2 (stereo not given),-6,40
O=C(CN1C(=O)C(=O)c2ccccc21)NC1CCCCC1,68,6.2
CCOc1ccccc1N(CC(=O)N1CCOCC1)S(=O)(=O)c1ccccc1,-5,17
CN(C(=O)Cc1ccccc1)n1cnnc1,54,9
COC(=O)CSC1=C(C#N)C(c2ccc(C(C)C)cc2)CC(=O)N1 (stereo not given),-5,51

Additional entries.
mol,mHtt clearance,mHtt clearance grain fraction
COc1cc(-c2nc(-c3ccc4c(c3)-c3ccccc3S4(=O)=O)c(-c3ccccc3)[nH]2)cc(OC)c1O,29,17
O=C(Cn1cc2c(n1)CCCC2)NCC1CCCO1 (stereo not given),?,nt
O=C(CCS(=O)(=O)c1cccc2nsnc12)NCc1ccccc1,-16,19
Cc1c(Cc2ccccc2)c(=O)oc2cc(OCc3nn[nH]n3)ccc12,-15,36
Cc1cc(NC(=O)CSc2nc(-c3ccco3)cc(C(F)(F)F)n2)no1,i,259
CCc1nnc(NC(=O)CSc2nnc(CNc3ccc(F)cc3)n2C2CCCCC2)s1,53,16
COc1ccc(OCC(=O)N2CC3(C)CC2CC(C)(C)C3)cc1 (stereo not given),36,12
CNC(=O)CN1C(=O)CSc2ncccc21,-70,77
Cc1cc(C)cc(NS(=O)(=O)c2ccc3c(c2)c(=O)n(C)c(=O)n3C)c1,21,15
CCCCCCOc1ccc(C(=O)n2cnc(N)n2)cc1,11,38
CCC(=O)Nc1ccc(N2CCCCC2)cc1,-38,27
Cc1[nH]n(C(C)(C)C)c(=O)c1Sc1ccccc1,0,37
Oc1ccccc1-c1nnc(COc2ccccc2)o1,0,52
Cc1cc(=O)[nH]c(/N=C(/NC(=O)c2ccccc2)Nc2ccc3c(c2)OCCO3)n1,-211,58
Cc1ccc(N2CCN(CC(O)COC3CCCCC3)CC2)cc1 (stereo not given),19,16
COc1ccc(CN(C(=O)c2ccccc2OC)C2CCS(=O)(=O)C2)cc1 (stereo not given),46,9.6
O=C(NC1CC2CCCC(C1)N2S(=O)(=O)c1ccccc1)c1ccccc1 (stereo not given),34,24
Cc1cc(NC(=O)CSc2nccn2-c2ccc(Cl)cc2)no1,-15,19
O=C(Nc1ccc(Cl)cc1)c1ccc2c(c1)OCO2,-60,27
CCn1c(SCc2nc3ccccc3nc2C)nnc1-c1cccs1,-9,20

4 entries drawn at random from the list so far:
mol,mHtt clearance,mHtt clearance grain fraction
COc1cc(-c2nc(-c3ccc4c(c3)-c3ccccc3S4(=O)=O)c(-c3ccccc3)[nH]2)cc(OC)c1O,29,17
O=C(CN1C(=O)C(=O)c2ccccc21)NC1CCCCC1,68,6.2
O=C(CCS(=O)(=O)c1cccc2nsnc12)NCc1ccccc1,-16,19
CSc1ccccc1NC(=O)Cn1c(-c2cscn2)nc2ccccc21,-17,24

Complete entries, quoted from the list. Order of screens: mHtt clearance	mHtt clearance grain fraction
Cc1cc(C)cc(NS(=O)(=O)c2ccc3c(c2)c(=O)n(C)c(=O)n3C)c1 is listed with 21	15
O=C(Nc1ccc(Cl)cc1)c1ccc2c(c1)OCO2 is listed with -60	27
Cc1cc(NC(=O)CSc2nccn2-c2ccc(Cl)cc2)no1 is listed with -15	19
CCC(=O)Nc1ccc(N2CCCCC2)cc1 is listed with -38	27
O=C(CCS(=O)(=O)c1cccc2nsnc12)NCc1ccccc1 is listed with -16	19

Remaining list, next part
mol,mHtt clearance,mHtt clearance grain fraction
CCOC(=O)c1c(C)n(C)c2ccc(OCC(O)Cn3nc(C)cc3C)cc12 (stereo not given),38,12
COC(=O)C1CCN(C(=O)CN2C(=O)NC(CCc3ccccc3)C2=O)CC1 (stereo not given),-31,23
O=C(NC1CC1)c1ccc(-c2nc3ccccc3s2)s1,-2,21
CSc1ccc(-c2c(C#N)c(N)nc3c2c(C)nn3-c2ccccc2)cc1,-13,48
COC(=O)CCC(=O)Nc1ccc(OC)cc1,23,14
CCOC(=O)C(C(=O)Nc1ccccc1)C1CCCCC1 (stereo not given),17,33
CCCNC(=O)CSc1nnc(C)s1,7,19
CC1=C/C(=N\OS(=O)(=O)c2ccccc2)C=CC1=O,-129,42
OCCOCCNc1ncnc2c1cnn2-c1ccccc1,-8,43
CC1(C)Cc2c(sc3nc(SCC(=O)NCc4ccccc4)n(-c4ccccc4)c(=O)c23)CS1,31,28
CC(C)(C)SCCNS(=O)(=O)c1ccccc1,-34,30
CCC(=O)Nc1nnc(CCc2ccccc2)s1,-12,21
Cc1ccc(S(=O)(=O)NCC(=O)N(CC(=O)NCC2CCCO2)Cc2ccccc2)cc1 (stereo not given),-8,20
Cc1ccccc1NC(=O)c1cccc2nccnc12,-62,29
COC(=O)c1cccc(S(=O)(=O)N2CCCCC2)c1,-44,52
CCCc1nc(-c2ccccc2O)n(-c2ccccc2)n1,-41,23
Cc1ccc(OCC(O)CNS(=O)(=O)c2ccccc2C(=O)N2CCCCC2)cc1 (stereo not given),-4,22
O=C(c1ccco1)N1CCN(C(c2ccccc2)c2nnnn2Cc2cccs2)CC1 (stereo not given),-1,18
COc1ccc(C2C(C(=O)NCc3cccnc3)c3ccccc3C(=O)N2C)cc1OC (stereo not given),-50,57
CC(CN1CCOCC1)OC(=O)C(c1ccccc1)c1ccccc1 (stereo not given),-23,24

New compounds follow.
mol,mHtt clearance,mHtt clearance grain fraction
COc1cc2cc(C)c(SCC(=O)N3CCOCC3)nc2cc1OC,0,38
CCOC(=O)c1sc2ccc(S(=O)(=O)N3CCOCC3)cc2c1N,-37,26
O=C(O)c1cccc(NC(=O)c2cccc(S(=O)(=O)N3CCCCC3)c2)c1,2,32
CCOC(=O)c1ccccc1NC(=O)CN(c1ccccc1)S(=O)(=O)N(C)C,13,16
CC(C)(C)c1ccc(NC(=O)CC2(C(F)(F)F)OCCO2)cc1,51,15
CC(=O)c1ccc(N2CCC(c3cc(-c4ccc(Cl)cc4Cl)n[nH]3)CC2)c([N+](=O)[O-])c1,-6,40
Cc1cc(C)c(C#N)c(SCc2cc3c(cc2Cl)OCO3)n1,-14,44
CCN1CCN(S(=O)(=O)Cc2ccccc2)CC1,-8,20
COCCN1Cc2cccc(C(=O)NC(C)c3cccs3)c2C1=O (stereo not given),-309,130
CCNc1nc(NC(C)C)nc(Nn2cnnc2)n1,6,15
Cc1cc(O)c(C(C)C)cc1NS(=O)(=O)c1ccccc1,1,19
COC(=O)c1cc(COc2ccc3oc(C)c(C(=O)OC)c3c2)c(C)o1,-17,41
CCc1ccc(-c2nnn(CCC(=O)OC)n2)cc1,-24,27
Cc1ccc(NC(=O)c2noc3c2CC(C(C)(C)C)CC3)cc1 (stereo not given),2,18
O=c1c(F)cn(C2CCCO2)c(=O)n1Cc1ccccc1Cl (stereo not given),-8,19
c1ccc(-c2nn3c(C4CCCCC4)nnc3s2)cc1,-5,37
Cc1ccc(Nc2nc(OC(C(F)(F)F)C(F)(F)F)nc(N3CCOCC3)n2)cc1,9,35
Cc1[nH]n(-c2ccc(Cl)cc2)c(=O)c1/C=N/n1c(C)nc2ccccc2c1=O,-47,27
COc1cccc(Oc2nc3ncn(Cc4ccccc4)c3c(=O)n2C)c1,3,16
O=C(Nc1ccc(Cl)cn1)c1cccc(S(=O)(=O)N2CCOCC2)c1,-183,53

The listing continues:
mol,mHtt clearance,mHtt clearance grain fraction
CC(NCc1ccco1)C(=O)N1CCc2ccccc2C1 (stereo not given),37,11
COc1c(F)c(F)c(C(=O)Nc2ccc3oc(-c4ccncc4)nc3c2)c(F)c1F,-54,30
CCOC(=O)c1sc2nccc(N(C)C)c2c1N=CNOCc1c(F)cccc1Cl,-33,26
FC(F)Sc1ccc(NC(=S)NC2CCCCC2)cc1,45,11
